GRIN3A LBD mod: modulates the human NR3A ligand-binding domain; Tm shift relative to glycine control, % at 25 µM; NR3A LBD differential scanning fluorimetry, Tm shift; 0% = protein alone, 100% = glycine-bound protein; actives 2.5% (n = 340,000); AID 1259313;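 active = melting temperature shift of at least 10% of the positive control shift, at one fixed dose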
APJ ag: agonists of human APJ apelin receptor | CHO-K1 APJ PathHunter beta-arrestin, luminescence; 0% DMSO wells, 100% apelin | activation, % at 20 µM | actives 0.11% (n = 330,000);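 active = activation more than six SD over the plate average, tested at 20 µM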;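 also: 0% = DMSO alone and 100% = apelin-13 at 10 nM; some results filed as inactive read as strong as hits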
Target sequence (P35414 whole entry, looked up): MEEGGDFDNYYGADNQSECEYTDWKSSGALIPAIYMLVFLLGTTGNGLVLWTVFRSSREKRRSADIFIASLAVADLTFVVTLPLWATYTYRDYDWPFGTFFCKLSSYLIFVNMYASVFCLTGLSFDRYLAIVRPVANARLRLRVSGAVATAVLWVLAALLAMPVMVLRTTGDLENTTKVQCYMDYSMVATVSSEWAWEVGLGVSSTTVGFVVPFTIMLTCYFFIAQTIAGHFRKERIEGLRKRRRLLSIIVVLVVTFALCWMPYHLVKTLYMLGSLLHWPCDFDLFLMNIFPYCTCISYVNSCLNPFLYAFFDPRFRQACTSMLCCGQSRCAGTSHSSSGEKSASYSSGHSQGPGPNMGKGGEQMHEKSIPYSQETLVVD
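Assay system: CHO-K1 cells stably expressing ProLink-tagged human APJ and arrestin–beta-gal acceptor. Compound dosing: 20 µM single point, 1% DMSO. Times: 16-18 h seeding, 90 min dark compound exposure, 60 min detection. Detection: beta-gal luminescence. Evaluation: APJ–arrestin association signal. Controls: negative DMSO alone, positive Apelin-13 at 10 nM.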
tim23-1 inh: growth inhibitors of tim23-1 mutant yeast | AID 463212 | inhibition, % at 20 µM | S. cerevisiae tim23-1 growth, BacTiter-Glo luminescence, 24 h | actives 1.3% (n = 330,000);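 active = growth inhibition of the mutant yeast at or above 50%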;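 also: temperature-sensitive mutant grown at 25 °C; plate controls were DMSO-treated mutant yeast for no effect and medium wells lacking yeast for full effect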
tim10-1 inh: growth inhibitors of tim10-1 mutant yeast; actives 2.2% (n = 330,000); inhibition, % at 20 µM; S. cerevisiae tim10-1 ts strain growth, BacTiter-Glo, 24 h; AID 463190;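 active = inhibition of at least 40%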;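 also: mutant grown at 25 °C; 0% = DMSO wells with yeast and 100% = wells holding no yeast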
NALP3 yeast inh: NALP3 inhibition in yeast | Yeast reconstituted NLRP3/ASC/caspase-1, beta-gal luminescence, 24 h | inhibition, % at 10 µM | actives 0.39% (n = 330,000) | AID 2825;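 active = inhibition of 50% or more; inactive = inhibition below 50%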;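 also: plate controls were induced DMSO wells for no effect and uninduced yeast grown without galactose for full effect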
TIM10 inh: inhibits growth of TIM10 yeast strain. S. cerevisiae TIM10 strain growth, BacTiter-Glo luminescence, 24 h. inhibition, % at 10 µM. actives 1.4% (n = 330,000). AID 463195;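 active = inhibition of 40% or more at the single tested concentration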;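 also: wild-type TIM10 isogenic control strain grown at permissive 25 °C; 0% = DMSO yeast wells and 100% = minimal medium wells without yeast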
XBP1 UPR activ: adaptive UPR (XBP1) activation; activation, % at 20 µM; actives 0.33% (n = 330,000); CHO-XBP1 luciferase reporter, IRE1-XBP1 UPR activation, luminescence; percent of tunicamycin response, DMSO as zero; AID 463104;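 active = versus positive control, 20 µM dose yields 30% or more activation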;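 also: 100% = tunicamycin at 10 µg/mL and 0% = DMSO only wells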
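assay system = CHO-XBP1 luciferase reporter cells | amount = 1000 cells/well | buffer or medium = F12 plus 10% FBS | compound dosing = single point, 20 µM final compound, 1% DMSO | incubation = 16-18 h cell attachment at 37 °C, then 6 h compound exposure | detection = Steady-Glo luminescence read | controls = tunicamycin 10 µg/mL and vehicle-only wells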
Mdm2 MdmX PPI: disrupts the human Mdm2-MdmX interaction. O15151+Q00987. SaOS-2 split-luciferase Mdm2/MdmX complementation, luminescence. inhibition, % at 8 µM. actives 3% (n = 330,000). AID 485346;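 active = inhibition of at least 50% at 8 µM in the primary screen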
UPR CHOP act: apoptotic UPR (CHOP) activation; activation, % at 10 µM; actives 0.34% (n = 330,000); CHO-CHOP luciferase reporter, luminescence; percent of tunicamycin response over DMSO baseline;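 active = at 10 µM dose, activation of 40% or more, normalized to positive control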;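 also: 100% = tunicamycin at 10 µg/mL and 0% = DMSO alone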
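Test system: CHO-CHOP cells, stable luciferase reporter of PERK-eIF2a-CHOP signalling | Quantity: 500 CHO-CHOP cells per well | Buffer or medium: F12 plus 10% serum | Compound dosing: 10 µM single point, 0.5% DMSO | Schedule: 6 h compound treatment, 37 °C | Signal: Luciferase luminescence | Control set: Tunicamycin high control, DMSO low control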
Numbers without * were called inactive; & = joins results of further samples.

SMILES	GRIN3A LBD mod	APJ ag	tim23-1 inh	tim10-1 inh	NALP3 yeast inh	TIM10 inh	XBP1 UPR activ	Mdm2 MdmX PPI	UPR CHOP act
CCOC(=O)N1CCN(CCC(=O)Nc2ccccc2)CC1	-5	-2	0	-18	10	-13	-6	17	1.3
COc1ccc(C(C(O)C(=O)c2c[nH]c3ccccc23)N2CCN(c3ccc(OC)cc3)CC2)cc1 (stereo not given)	-5	0	16	23	6	-7	2	10	-0.5
COc1ccc(CSc2nncn2N)cc1[N+](=O)[O-]	-1	-3	-4	-15	2	-20	-3	6	-2.2
COc1ccc(C(=O)c2ccccc2)c2c(O)ccc(C(=O)c3ccccc3)c12	1	-3	13	11	3	15	-3	7	-2.2
Cc1ccc(CC(NC(=O)c2ccccc2)C(=O)NC(C)C(=O)O)cc1 (stereo not given)	-2	-2	-4	9	6	-22	-1	25	-1.2
CNC(=O)COc1coc(CN2CCN(c3ccccc3)CC2)cc1=O	-2	-2	-13	-10	8	2	-1	1	0.0
O=C(/C=C/c1cnc2ccccc2n1)NC1CCCCCC1	-4	1	30	38	23	17	0	-81	3.8
CCOC(=O)c1c(C)oc2ccc(OCc3cc(C(=O)OC)oc3C)cc12	3	0	-2	-1	16	3	-1	21	-1.8
COC(=O)c1cccc(Nc2cc(C)nc(-c3ccccc3O)n2)c1	17*	5	35	62*	12	38	1	14	1.5
O=C(CNC(=O)c1ccncc1)N/N=C/c1cccc([N+](=O)[O-])c1	1	-5	-3	5	-4	5	1	-37	-0.1
CCOC(=O)C1(Cc2cccc(OC)c2)CCN(Cc2ccc(C)s2)CC1	-1	-4	-1	15	8	3	-3	27	0.0
Clc1ccc(Cn2ncc3c(N4CCCCC4)ncnc32)c(Cl)c1	3	-1	47	43*	15	22	-2	29	-0.1
Cc1ccc2c(c1)c(CC(=O)Nc1ccc(C)c(F)c1)c(C(=O)O)n2C	-14	-3	10	-4	6	0	-2	17	-0.4
Cc1ccc2oc(=O)cc(CN3CC(C)OC(C)C3)c2c1 (stereo not given)	1	3	-4	5	17	6	-6	10	-2.1
CCOC(=O)c1ccc(NNC(=O)CC)c([N+](=O)[O-])c1	2	-3	2	-1	10	5	3	18	-2.1
COc1cc(C(=O)NNC(=O)c2cc(-c3ccccc3)n[nH]2)cc(OC)c1C	-9	-1	-13	8	2	-2	-3	28	-0.1
O=C(Nc1ccc(F)c([N+](=O)[O-])c1)c1ccc2c(c1)OCCO2	0	-1	15	10	16	12	1	-30	2.5
COc1ccc(N/N=C(\C#N)C(=N)N2CCCCC2)cc1	-2	-3	17	10	12	16	3	-21	3.3
CCOC(=O)c1cnn(-c2ccccc2)c1-n1cccc1C(=O)C(=O)N(CC)CC	3	-4	21	21	25	20	-5	-8	-0.3
CCN(C[C@H]1N[C@@](CC)(C(=O)OC)[C@H]2C(=O)N(C)C(=O)[C@@H]12)C(=O)COc1ccccc1	1	-3	-3	-8	-1	3	-1	9	-0.4
O=C(NCc1ccccn1)c1c(Cl)cccc1Cl	-3	1	-18	-6	11	-9	-4	9	-0.6
O=C(c1ccccc1)N1CCN(C(=O)c2ccncc2)CC1	-1	2	10	10	4	6	-1	7	0.8
Cc1ccc(NC(=O)Nc2ccc(S(N)(=O)=O)cc2)cc1	11*	3	17	25	7	-2	0	-19	1.8
COC(=O)c1ccccc1NC(=O)Nc1nnc(N2CCC(C)CC2)s1	1	-1	16	18	5	8	-2	2	1.4
N#CC1CC(c2ccccc2)Nc2cc(Cl)ccc2N1 (stereo not given)	14*	-2	23	21	13	18	10	-9	6.1
COc1ccc(OC)c(S(=O)(=O)n2ccnc2C(C)C)c1	0	-2	11	-4	12	-6	-2	1	4.5
CC(=C/c1ccccc1)/C=N/NC(=O)c1cc(C)oc1C	-6	0	-1	-20	36	9	1	-74	5.6
CCCCCC(=O)N1CCN(CCN=CC2=C(O)CC(c3cccs3)CC2=O)CC1 (stereo not given)	-3&0	-3	8	12	51*	16	2	14	-0.4
COc1ccccc1/C=C/C(=O)OC(C)CN1CCCCC1 (stereo not given)	0	-2	0	-19	16	0	-4	3	-0.3
O=C(Cn1c(=O)oc2cc(S(=O)(=O)N3CCCC3)ccc21)Nc1ccc(C(F)(F)F)cc1	-3	-5	5	5	23	5	3	2	-2.6
Cc1ccc(C)c(N2CCN(C(=O)c3csc4ccccc34)CC2)c1	-1	-5	29	19	-23	27	1	-8	0.4
c1ccc(Nc2cccc3ccccc23)cc1	-10	-2	21	29	17	-1	3	23	2.3
O=C(OCC(=O)N1CCN(c2ccccc2)CC1)c1ccccc1[N+](=O)[O-]	0	-4	-3	-18	13	-1	0	-117	0.8
COc1ccc(OC)c(Nc2ccc(C(=O)O)cc2[N+](=O)[O-])c1	-2	-6	7	3	18	12	3	-2	-3.0
COc1ccc2nc(NC(=O)CCN3C(=O)c4ccccc4C3=O)sc2c1	-3	0	-7	-11	4	-5	-1	-6	-0.6
COc1cccc(NS(=O)(=O)c2ccc(C)c(C(=O)N3CCCCC3)c2)c1	-2	-1	16	7	8	8	2	8	-0.9
Cc1nc2c(Cl)c(C)nn2c2c1CCC2	0	2	19	41*	-3	-3	3	32	-0.6
CCOCC(=O)N1CCN(Cc2ccc3c(c2)OCO3)CC1	-1	-3	12	2	2	-1	-1	-3	1.7
CC(=O)c1c(O)cc(C)n(Nc2nc(C)cc(C)n2)c1=O	-3	-2	27	8	-6	10	-1	6	2.3
Cc1cc(C(=O)N2CCC(CO)(Cc3cccc(C(F)(F)F)c3)CC2)n[nH]1	-1	-1	-4	5	-4	1	-2	4	0.1
C[C@H](NC(N)=O)C(=O)OCC(=O)NCc1cccs1	-1	-4	22	-12	15	-3	-3	-11	-0.4
CNC(=S)N/N=C/c1ccccc1OCC(=O)O	1	-6	8	4	6	-15	-3	-2	0.6
O=C(CCc1ccccc1O)N/N=C/c1ccc(Sc2cccc3cccnc23)o1	2	-3	14	23	7	11	5	26	1.7
C/C=C(/C)C(=O)O[C@@H]1c2c(ccc3ccc(=O)oc23)OC(C)(C)[C@@H]1OC(C)=O	-2	-3	43	21	15	18	0	20	1.2
CCCN(C(=S)Nc1ccccc1)C1CCS(=O)(=O)C1 (stereo not given)	-2	-3	8	7	19	4	-3	-8	-3.1
COc1ccc(NC(=O)c2c(F)cccc2Cl)cc1S(=O)(=O)N1CCOCC1	1	-3	-3	-1	12	4	-3	17	-1.2
CCn1cc(C(=O)N[C@@H](CCSC)C(=O)NCCCN2CCOCC2)c(=O)c2cc3c(cc21)OCO3	-2	-1	-13	2	3	5	-3	12	-1.1
Cc1ccnc(NC(=O)CCC(=O)N(Cc2ccco2)C(C(=O)NC(C)C)c2ccc(F)cc2)c1 (stereo not given)	0	-5	12	24	-6	-9	2	1	-1.5
Cc1ccc(NC(=O)COC(=O)c2ccc(S(=O)(=O)N3CCCCC3)cc2)cc1	7	-4	7	-10	7	-4	-2	-13	0.2
O=S(=O)(Nn1cnnc1)c1ccccc1	3	-4	3	2	15	2	1	4	-4.3
COc1ccc(/C=N/NC(=O)C[n+]2ccccc2)c(OC)c1OC	-2	-4	15	9	2	-11	-5	3	-0.9
COc1ccc(N(CC(=O)NCCc2ccccc2)C(=O)CCC(=O)Nc2ccccn2)cc1	1	-3	10	2	-2	6	-2	30	-1.8
CCC(C)NC(=O)CSc1nc2n[nH]c(C)c2c(=N)n1-c1ccc(OC)cc1 (stereo not given)	1	-2	-9	5	18	-6	1	26	7.6
O=C(Cn1cc2c(n1)CCCC2)Nc1ccccc1Cl	-2	-3	4	12	25	11	1	24	-1.3
Cc1ccc2c(c1)c(N=NC(N)=S)c(O)n2Cc1ccccc1	-16	-4	-7	9	8	-8	33*	35	8.7
CCc1ccccc1SCc1noc(C(=O)NCC2CCCO2)c1C(=O)O (stereo not given)	1	1	-1	-12	1	-8	0	-8	-0.6
COc1cc(C)ccc1OCc1cc(C(=O)N2CCN(C3CCCCC3)CC2)no1	0	2	12	2	18	11	-2	-87	4.0
COc1cc(C(=O)NCCC(=O)NCCN2CCCCCC2)cc(OC)c1OC	-1	-5	25	11	1	-2	-1	-16	0.7
COc1ccc(-c2cc3c(=O)n(CC(=O)NCc4cccnc4)nc(C)n3n2)cc1	-2	3	12	15	10	-7	-7	-25	1.7
O=C(NNC(=O)c1cccs1)c1ccc(Cl)c(Cl)c1	0	-4	-9	-4	9	2	4	-3	0.8

Additional records follow:
SMILES	GRIN3A LBD mod	APJ ag	tim23-1 inh	tim10-1 inh	NALP3 yeast inh	TIM10 inh	XBP1 UPR activ	Mdm2 MdmX PPI	UPR CHOP act
Cc1ccc(CSc2[nH]c(=O)ncc2C)cc1	0	-2	2	-6	10	3	-1	15	0.2
COc1ccc(OCc2nc(C#N)c(N3CCN(c4ccc(OC)cc4)CC3)o2)cc1	1	-3	4	7	20	-8	-3	19	4.1
C/C(=N/NC(=O)CNC(=O)C1COc2ccccc2O1)c1ccc2c(c1)OCCO2 (stereo not given)	2	-2	21	8	18	-4	-3	11	2.0
O=C(NCc1ccccc1Cl)c1ccc(-c2ccccc2)cc1	1	-2	7	1	23	0	1	-7	5.8
CC(OC(=O)C1=COCCO1)C(=O)NC1(C#N)CCCCC1 (stereo not given)	11*	-1	-3	-9	1	-11	-2	19	0.3
CSc1nc(C)c2c(n1)N(c1ccc(O)cc1)CC2	-1	-4	30	15	2	-15	7	7	-0.7
CC(=O)c1sc(NC(=O)c2ccc(Cn3cc(Br)cn3)o2)nc1C	-1	0	29	16	-6	11	1	26	0.3
COC(=O)c1sccc1-n1cc(C#N)c(=O)n(C)c1=O	1	3	3	-5	17	-15	-2	20	1.8
Cc1cccc(Nc2nnc(SCC(=O)Nc3ncc(C(F)(F)F)cc3Cl)s2)c1C	-8	1	23	33	18	7	-2	13	0.2
CCCS(=O)(=O)N1CCCC(C(=O)NC2CCCCC2)C1 (stereo not given)	-1	-3	20	14	6	-5	-3	-20	1.0

6 structures out of the list, ordered by number of heavy atoms, low to high.
SMILES	GRIN3A LBD mod	APJ ag	tim23-1 inh	tim10-1 inh	NALP3 yeast inh	TIM10 inh	XBP1 UPR activ	Mdm2 MdmX PPI	UPR CHOP act
CSc1nc(C)c2c(n1)N(c1ccc(O)cc1)CC2	-1	-4	30	15	2	-15	7	7	-0.7
Cc1ccc2c(c1)c(N=NC(N)=S)c(O)n2Cc1ccccc1	-16	-4	-7	9	8	-8	33*	35	8.7
COc1ccc(/C=N/NC(=O)C[n+]2ccccc2)c(OC)c1OC	-2	-4	15	9	2	-11	-5	3	-0.9
Cc1ccc2c(c1)c(CC(=O)Nc1ccc(C)c(F)c1)c(C(=O)O)n2C	-14	-3	10	-4	6	0	-2	17	-0.4
CCc1ccccc1SCc1noc(C(=O)NCC2CCCO2)c1C(=O)O (stereo not given)	1	1	-1	-12	1	-8	0	-8	-0.6
Cc1ccnc(NC(=O)CCC(=O)N(Cc2ccco2)C(C(=O)NC(C)C)c2ccc(F)cc2)c1 (stereo not given)	0	-5	12	24	-6	-9	2	1	-1.5

Source: PubChem (Sanford-Burnham Center for Chemical Genomics)
